# Bioassay records as filed in PubChem BioAssay.
# D2 ag: activates the human D2 dopamine receptor; P14416; HEK293 T-REx D2 cells, calcium flux agonist mode; activation, % at 2 µM; 0.53% of 340,000 active;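 active means activation over 3 SD above normal in the single-dose calcium agonist read, cut at about 30% in these data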; further: 0% is about no effect
# Target sequence (P14416 whole entry, looked up): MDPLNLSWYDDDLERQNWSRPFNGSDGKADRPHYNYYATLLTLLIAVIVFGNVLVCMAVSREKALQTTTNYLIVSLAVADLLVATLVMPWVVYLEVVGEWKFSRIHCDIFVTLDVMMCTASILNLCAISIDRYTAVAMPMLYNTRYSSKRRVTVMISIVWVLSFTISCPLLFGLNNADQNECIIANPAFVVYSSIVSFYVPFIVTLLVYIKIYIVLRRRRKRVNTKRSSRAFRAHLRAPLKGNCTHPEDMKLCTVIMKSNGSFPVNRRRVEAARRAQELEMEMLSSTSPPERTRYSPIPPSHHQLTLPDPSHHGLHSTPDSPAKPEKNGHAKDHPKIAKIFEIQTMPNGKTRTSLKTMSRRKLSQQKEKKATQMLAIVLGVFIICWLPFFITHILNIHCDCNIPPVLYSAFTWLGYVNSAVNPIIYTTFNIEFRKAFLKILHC
#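 Agonism is scored from calcium flux in a force-coupled, inducible HEK293 cell line expressing D2, read kinetically for 180 s after compound addition against dopamine controls.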
# D1 agonist: activates the human D1 dopamine receptor; P21728; HEK293 T-REx D1 cells, calcium flux, agonist mode; activation, % at 2 µM; 1% of 360,000 active; further: 0% is about no effect
#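 Inducible HEK293 T-REx D1 cells, force-coupled to calcium signalling, were plated at 4000 cells/well with tetracycline and held overnight at 30 C. After no-wash calcium dye loading, compound-evoked calcium rise over 180 s flagged agonists.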
# TRHR agonist: agonists of human TRH receptor | TRHR cells, calcium flux fluo-8, FDSS agonist mode | activation, % at 2 µM | 0.18% of 360,000 active | AID 493084; further: 0% is about no effect
# Target sequence (P34981 whole entry, looked up): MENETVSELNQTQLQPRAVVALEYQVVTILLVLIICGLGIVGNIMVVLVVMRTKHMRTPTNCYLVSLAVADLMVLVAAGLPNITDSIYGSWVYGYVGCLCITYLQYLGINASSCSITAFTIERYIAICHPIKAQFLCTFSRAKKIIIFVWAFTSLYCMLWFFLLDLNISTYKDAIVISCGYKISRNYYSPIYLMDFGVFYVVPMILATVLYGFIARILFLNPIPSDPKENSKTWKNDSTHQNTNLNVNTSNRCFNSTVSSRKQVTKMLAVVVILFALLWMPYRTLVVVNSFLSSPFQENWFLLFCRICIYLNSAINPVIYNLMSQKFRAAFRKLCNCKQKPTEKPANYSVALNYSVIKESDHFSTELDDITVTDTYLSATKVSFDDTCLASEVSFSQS
#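 Read-out: compound-evoked intracellular calcium rise in TRHR cells, fluo-8 dye, kinetic FDSS fluorescence at 1 s/cycle following a 10-cycle baseline. Cells cultured overnight before dye loading (30 min–1.5 h, RT).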
# RXFP1 antagonist: antagonists of human relaxin receptor RXFP1 | Q9HBX9 | HEK293-RXFP1, relaxin-stimulated cAMP HTRF, 30 min; active compounds read low | activity change, negative = inhibition, % at 57.5 µM | 0.59% of 350,000 active | AID 1259400;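 active means activity change of -60% or lower, but not beyond a set lower limit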; further: on the % scale 0 is the no-effect control and ±100 the full control effect
# TRHR PAM: allosterically enhances the human TRH receptor. 0.66% of 360,000 active. AID 493056. TRHR cells, fluo-8 calcium fluorescence, EC20 TRH enhancement. enhancement, % at 2 µM. P34981; in the data active means enhancement above about 30%; further: 0% is about no effect
#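 TRHR-expressing cells loaded with fluo-8 calcium dye were read kinetically (ex 480/em 530) during compound addition, then stimulated with an EC20 of TRH (10 nM final). Enhancement of the Gq-mediated intracellular calcium response was scored.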
# D2 potentiator: D2 dopamine receptor (human) potentiation. HEK293 T-REx D2, calcium flux, EC20 dopamine potentiation. potentiation, % at 10 µM. 0.34% of 340,000 active. AID 485347;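 active means potentiation over 3 SD above the plate norm, cut at about 30% in these data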; further: 0% is about no effect
#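 Cells plated with tetracycline inducer and held overnight at 30 C; calcium dye loaded 30–90 min at room temperature; baseline taken, compound added and read 180 s; EC20 dopamine then added and read 180 s.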
# D1 potentiator: enhances dopamine response at the human D1 receptor | P21728 | potentiation, % at 10 µM | 0.036% of 360,000 active | HEK293 TREx D1 cells, calcium flux, dopamine EC20 potentiation; in the data active means potentiation above about 30%; further: 0% is about no effect
# D1 antag: human D1 dopamine receptor antagonism. P21728. HEK293 TREx D1 cells, calcium flux, dopamine EC80; active compounds read low. activity change, negative = inhibition, % at 10 µM. 3.2% of 360,000 active; in the data active means activity change below about -30%; further: on the % scale 0 is the no-effect control and ±100 the full control effect
#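 Using tetracycline-induced force-coupled D1 Hek293 cells and a calcium dye, signals were followed for 180 s after compound, then for 180 s after EC80 dopamine, to detect inhibitors.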
# D2 antag: D2 dopamine receptor (human) antagonism. P14416. HEK293 TREx D2 cells, calcium flux, dopamine EC80. inhibition, % at 10 µM. 2% of 340,000 active. AID 485344; in the data active means inhibition above about 30%; further: 0% is about no effect
#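 Antagonism is scored as inhibition of an EC80 dopamine-evoked calcium signal in a force-coupled, tetracycline-inducible HEK293 T-REx D2 line, with compound present 180 s before agonist.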
# Starred values were filed as active, the others as inactive; nt = not tested or not shown; & = joins results of further samples. Unless noted, no stated cut-off is given here; in the data, active means activation above about 30%; inactive means the rest. Not a hit list; 7.1% or so of the library scored in one or more.
# Start of the listing, in advance, 4 compounds:
SMILES,D2 ag,D1 agonist,TRHR agonist,RXFP1 antagonist,TRHR PAM,D2 potentiator,D1 potentiator,D1 antag,D2 antag
CC1Cc2ccccc2N1C(=O)CSc1nnnn1-c1ccc2c(c1)OCCO2 (stereo not drawn),3.9,5,1.3,5,29,5,-5,-20,-8
COCc1nnc(NC(=O)CS(=O)(=O)Cc2ccccc2)s1,-1.3,-4,-1.0,-4,1,9,1,5,1
CCCn1cc(NC(=O)C2CC(c3cccc(Br)c3)=NO2)cn1 (stereo not drawn),-0.2,17,-0.7,4,-2,12,-5,-22,21
COc1cccc(-c2nn(C)c3sc(C(=O)NCCc4ccc(Cl)cc4)cc23)c1,0.8,3,0.7,-13,3,-5,-1,-3,nt

# This part in full, from the start:
SMILES,D2 ag,D1 agonist,TRHR agonist,RXFP1 antagonist,TRHR PAM,D2 potentiator,D1 potentiator,D1 antag,D2 antag
CC1Cc2ccccc2N1C(=O)CSc1nnnn1-c1ccc2c(c1)OCCO2 (stereo not drawn),3.9,5,1.3,5,29,5,-5,-20,-8
COCc1nnc(NC(=O)CS(=O)(=O)Cc2ccccc2)s1,-1.3,-4,-1.0,-4,1,9,1,5,1
CCCn1cc(NC(=O)C2CC(c3cccc(Br)c3)=NO2)cn1 (stereo not drawn),-0.2,17,-0.7,4,-2,12,-5,-22,21
COc1cccc(-c2nn(C)c3sc(C(=O)NCCc4ccc(Cl)cc4)cc23)c1,0.8,3,0.7,-13,3,-5,-1,-3,nt
CSc1nc2ccccc2n1Cc1cccc(F)c1,5.4,8,0.4,-9,-3,nt,-7,1,17
COc1ccc(NC(=O)COC(=O)c2ccc(C)c(S(=O)(=O)N3CCCCC3)c2)cc1,-0.7,7,-0.1,-3,-8,-6,nt,-28,27
CCOc1ccc(N(CC(=O)Nc2ccc(OC)cc2)S(=O)(=O)c2c(C)noc2C)cc1,0.9,7,-0.4,nt,4,3,-1,24,-2
COC(CNC(=O)c1ccc2c(c1)nc(C)n2-c1ccc(F)c(F)c1)OC,nt,-1,-0.7,-9,4,nt,-6,-13,nt
CC(C)[C@H](NC(=O)N1CC(=O)Nc2ccccc21)C(=O)N[C@@H](C(=O)O)c1ccccc1,0.2,4,0.2,-4,-3,-8,-3,-10,12
O=C(NCCCN1CCOCC1)c1ccc(CS(=O)(=O)Cc2ccc(Cl)cc2)o1,0.3,2,0.4,-8,-2,1,-2,-7,3
COCCN(CCOC)C(=O)c1cc2sc3ccccc3c2s1,-0.4,1,-0.1,-14,-4,0,-1,-2,7
NNC(=O)c1csc(-c2cccc(C(F)(F)F)c2)n1,-0.4,-3,0.2,-11,1,-7,1,-3,-2
COc1ccc2c(c1)cc1c(=O)n(CC(=O)NC(C)C)nc(C)n12,-0.4,0,1.0,3,-5,2,-2,-27,nt
COc1ccc(/C=C(/C#N)C(=O)Nc2ccc(O)cc2)cc1C(=O)O,1.6,4,0.4,8,-8,6,-1,-11,5
CC(C)C(OC(=O)c1cccs1)C(=O)NC1CCCCC1 (stereo not drawn),-1.6,0,-0.3,-8,2,4,-2,-13,25
O=C(CC1Sc2ncnn2C1=O)Nc1ccc(Cl)cc1 (stereo not drawn),nt,5,1.5,-29,1,nt,-1,7,nt
O=C1CCCN1c1ccc(N2CCCC2=O)cc1,-0.6,4,0.3,4,-2,-2,0,-1,-12
O=C(CCC(=O)N1CCCC1)Nc1nnc(C2CCCCC2)s1,-0.1,2,0.0,-1,2,-10,0,11,7
CCc1ccc(CN(Cc2ccco2)c2cnc(S(C)(=O)=O)nc2C(=O)Nc2ccc(C)c(Cl)c2)cc1,4.2,3,1.6,-13,-4,1,4,14,nt
Cc1cccc(CNC(=O)c2ccc3c(c2)N(C)CCS3)c1,1.3&0.7,2&-1,-0.8&0.3,-6&-11,-3&2,-6&-20,-4&-3,1&-23,0
Cc1c(-c2ccccc2)sc2nc[nH]c(=S)c12,0.6,0,0.2,-7,3,-1,2,2,13
Cc1cccc(C)c1OCc1cc(C(=O)N(C)Cc2nc3ccccc3[nH]2)no1,-0.6,10,-0.9,-18,-7,-7,-11,-7,7
CC1=C(C#N)C(=O)NC(C)(C)C1,-0.3,1,0.6,4,-7,3,-7,2,1
O=C1N(C2CCCC2)C[C@@H]2C[C@@H](c3cccn3-c3nccs3)N3CCC[C@@]123,0.6,1,1.0,-15,-2,3,-1,-7,0
COc1ccccc1OCCn1cc(/C=N/NC(=O)c2ccncc2)c2ccccc21,-0.8,2,-1.0,-24,5,14,-15,7,-3
# Other records.
SMILES,D2 ag,D1 agonist,TRHR agonist,RXFP1 antagonist,TRHR PAM,D2 potentiator,D1 potentiator,D1 antag,D2 antag
Cc1cccc(N2CCN(S(=O)(=O)c3cc4c(cc3Cl)NC(=O)CO4)CC2)c1C,0.3,2,0.1,-12,5,1,-8,10,4
S=C(NCCCN1CCOCC1)Nc1ccc(Cl)c(Cl)c1,0.9,17,1.0,8,5,7,1,-11,-20
COc1ccc(/C=C\c2onc(C)c2S(=O)(=O)N2CCC(C(=O)Nc3ccccc3OC)CC2)cc1,1.2,9,-1.8,10,19,nt,0,-20,nt
OC/C(Br)=C(\Br)CO,0.7,-2,0.4,nt,-4,12,-6,nt,-1
O=c1oc2ccccc2c2c1ncn2-c1ccccc1,0.1,3,-0.3,3,-1,3,1,-30,11
NC(=O)c1ncn([C@@H]2O[C@H](CO)[C@@H](O)[C@H]2O)n1,1.0,0,0.0,15,0,0,-4,8,-7
COC(=O)CN1C(=O)C2(C(C#N)=C(N)Oc3c2c(C)nn3-c2ccccc2)c2ccccc21 (stereo not drawn),0.3,1,1.1,11,2,-4,-5,8,11
O=C(COC(=O)Cc1ccc(Cl)cc1)Nc1ccc2[nH]c(=O)[nH]c2c1,-0.4,7,-0.1,-19,15,-9,-7,-18,3
CCc1ccc(CN2CCC(C(=O)Nc3ccc(-n4nc(C)cc4C)cc3)CC2)o1,0.6,6,-0.6,-31,5,-18,-5,-16,-4
Cc1nonc1C(=O)N/N=C/c1cc2c(cc1Br)OCO2,0.0,1,-0.9,1,1,-4,0,-5,-3
Cc1cc(-c2csc(NC(=O)c3ccc(=O)[nH]c3)n2)c(C)n1Cc1ccccc1,-0.9,1,0.4,-12,-2,0,-7,-3,-13
O=C(O)CNC(=S)NCc1ccccc1,0.4,1,0.4,-10,-1,5,-3,2,-15
O=C(NCc1ccc(F)cc1)c1ccc(CS(=O)Cc2ccc(Cl)cc2)o1 (stereo not drawn),-0.9,17,-2.1,5,10,2,-5,-26,nt
CC(Sc1nnc(Nc2ccccc2)s1)C(=O)NC1CCCc2ccccc21 (stereo not drawn),-1.2,0,-0.7,-9,7,2,1,-10,12
COc1ccc(NC(=O)c2cc(S(=O)(=O)N3CCOCC3)ccc2N2CCOCC2)cc1,-0.5,1,-0.7,-8,1,-6,-14,12,-2
Cc1csc(SCC(=O)N2CCN(S(=O)(=O)c3ccccc3)CC2)n1,-0.2,2,-0.1,-12,12,11,6,-13,2
CCOC(=O)C1=C(c2ccccc2)NC(SCC(=O)Nc2ccccc2C)=C(C#N)C1c1ccco1 (stereo not drawn),-0.8,11,-2.0,0,0,24,0,17,-17
COC(=O)CNC(=O)CCc1nnc(C2(c3ccc(Cl)cc3)CCC2)o1,-0.6,0,-1.3,0,3,1,-5,12,2
CCC(C)NC(=O)CSc1n[nH]c(-c2cc(Cl)ccc2OC)n1 (stereo not drawn),-0.8,-2,-0.2,-6,-1,-5,1,1,11
COc1cc2c(cc1OC)CN(CC(=O)Nc1ccccc1C(=O)NC1CC1)CC2,0.3,0,-0.1,-4,-12,9,1,-4,-14
CCOCCCn1c(=S)[nH]c2cc(C(=O)NC3CCCCC3C)ccc2c1=O (stereo not drawn),nt,1,0.5,-5,-2,nt,2,-2,nt
COc1ccc(-n2c(=O)c3ccccc3n(Cc3ccccc3F)c2=O)cc1OC,0.0,2,-1.4,2,-4,3,-3,-12,-2
O=C(Nc1ccccc1F)c1ccc2c(c1)OCO2,0.7,3,0.2,10,-14,12,7,-2,1
CCCOC(=O)c1c(NC(=O)/C=C/c2cnn(C)c2C)sc(C(=O)OC)c1C,0.9,2,0.2,-17,5,9,-3,-6,5
Cn1c(C(=O)N2CCCC(C(=O)NCc3ccc4c(c3)OCO4)C2)cc2sccc21 (stereo not drawn),0.0,0,-0.3,4,2,6,nt,-23,-26
# Next entries.
SMILES,D2 ag,D1 agonist,TRHR agonist,RXFP1 antagonist,TRHR PAM,D2 potentiator,D1 potentiator,D1 antag,D2 antag
COC(=O)c1cc(OC)c(OC)cc1NC(=S)N1CCOCC1,nt,3,-0.2,-4,-3,nt,1,1,nt
C/C(=N\NC(=O)C(O)c1ccccc1)c1ccc(Br)s1 (stereo not drawn),-0.2,4,-0.4,13,38*,4,0,5,-26
Cn1c(=O)[nH]c(=O)c2c1nc(NCc1ccco1)n2Cc1ccccc1Cl,0.1,1,0.1,10,3,-2,-3,5,10
COc1ccc(C(=O)Oc2ccc(-c3nnco3)cc2)cc1S(=O)(=O)N1CCOCC1,0.0,4,0.4,0,1,0,-3,7,15
CCOc1ccc(N(CC(=O)N2CCCC2)S(=O)(=O)c2ccc(F)cc2)cc1,0.3,-1,-0.2,-8,-7,16,1,9,1
COc1ccc(NC2=Nc3ccccc3CC2)cc1,1.6,2,0.1,-15,-6,-39,-7,2,46*
CCOC(=O)C1CCCN(Cc2cn3c(-c4ccc(Br)cc4)nnc3s2)C1 (stereo not drawn),0.4,1,-0.9,nt,-2,-6,-5,24,nt
O=C(NCc1ccco1)c1cccc2ccccc12,-0.9,1,-0.5,1,0,0,-8,-12,-7

# Record cards, from the list above. Order of screens: D2 ag | D1 agonist | TRHR agonist | RXFP1 antagonist | TRHR PAM | D2 potentiator | D1 potentiator | D1 antag | D2 antag
# CCOC(=O)C1CCCN(Cc2cn3c(-c4ccc(Br)cc4)nnc3s2)C1 (stereo not drawn) across the screens: 0.4 | 1 | -0.9 | nt | -2 | -6 | -5 | 24 | nt
# O=C(NCc1ccco1)c1cccc2ccccc12 across the screens: -0.9 | 1 | -0.5 | 1 | 0 | 0 | -8 | -12 | -7
# Cn1c(=O)[nH]c(=O)c2c1nc(NCc1ccco1)n2Cc1ccccc1Cl across the screens: 0.1 | 1 | 0.1 | 10 | 3 | -2 | -3 | 5 | 10
# COc1ccc(C(=O)Oc2ccc(-c3nnco3)cc2)cc1S(=O)(=O)N1CCOCC1 across the screens: 0.0 | 4 | 0.4 | 0 | 1 | 0 | -3 | 7 | 15
# C/C(=N\NC(=O)C(O)c1ccccc1)c1ccc(Br)s1 (stereo not drawn) across the screens: -0.2 | 4 | -0.4 | 13 | 38* | 4 | 0 | 5 | -26
